MRP1 act = H69AR viability gain despite doxorubicin, primary screen, MRP-1 activator project, H69AR cells, CellTiter-Glo; AID 799, 2007; 140,000 compounds, 0.61% hits; viability rescue; viability increase, % at 10 µM;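 active = viability gain under doxorubicin at or above a set limit, the compound median plus 3 SD, cut at about 4.7% in these data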;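 note: MRP-1 overexpressing cells given doxorubicin 25 µM after compound pretreatment; 18-22 h compound pretreatment then 72 h with doxorubicin before readout; 0% = doxorubicin-only wells and 100% = vehicle-treated cells without doxorubicin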
NPY-Y2 antag = NPY-Y2 receptor antagonists, primary screen, cell-based; Neuropeptide Y receptor type 2 (Homo sapiens), P49146; NPY-Y2 expressing cells, antagonist mode; inhibition, % at 2.7 µM; 140,000 compounds, 0.99% hits; AID 793, 2007; in the data active = inhibition above about 17%;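 note: 0% = vehicle with agonist challenge and 100% = reference antagonist with challenge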
Target sequence (P49146 whole entry, looked up): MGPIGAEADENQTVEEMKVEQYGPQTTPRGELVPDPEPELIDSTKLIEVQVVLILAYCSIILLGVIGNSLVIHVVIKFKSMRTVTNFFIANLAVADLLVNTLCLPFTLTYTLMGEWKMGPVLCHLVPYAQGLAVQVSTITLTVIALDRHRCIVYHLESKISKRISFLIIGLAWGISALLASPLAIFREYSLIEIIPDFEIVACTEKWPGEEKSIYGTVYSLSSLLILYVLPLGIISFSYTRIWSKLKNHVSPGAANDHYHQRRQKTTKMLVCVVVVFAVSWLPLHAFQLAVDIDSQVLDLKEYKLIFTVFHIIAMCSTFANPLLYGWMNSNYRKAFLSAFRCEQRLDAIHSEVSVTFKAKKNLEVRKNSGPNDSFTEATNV
Measles CPE = compounds protecting cells from measles virus cytopathic effect, primary screen, measles RdRp inhibitor project, single point, MLSMR library, absorbance | Measles virus-infected cells, CPE protection | protection (pct of control), % at 4 µM | 140,000 compounds, 1.5% hits; in the data active = protection mostly above about 24%, no sharp cut-off; inactive = mostly below about 26%; note: some compounds called inactive have numbers as strong as hits
HCT116 PTEN-null = growth suppression of PTEN-null HCT116, primary screen, cell-based, CellTiter-Glo | viability, % at 10 µM | 140,000 compounds, 1.2% hits | AID 827, 2007 | HCT116 PTEN-null viability, 60 h; hits give low values;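 active = viability at or below a set limit, 4 SD under the median of all tested compounds, cut at about 3.7% in these data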;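 note: PTEN knockout HCT116 line with beta catenin targeted HCT116 as companion control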
Yeast growth inh = growth inhibitors of yeast BB579 in restrictive medium, primary screen, yeast lifespan-shortening project, S. cerevisiae; 140,000 compounds, 0.51% hits; inhibition, % at 10 µM; OD615, 48 h;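 active = inhibition above a set limit, 3 SD over the mean compound inhibition, cut at about 44% in these data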; note: inactives centre near -24
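Test system: Saccharomyces cerevisiae DeaD strain BB579, replicative lifespan model yeast | Buffer or medium: Restrictive CSMM-D medium | Doses: One dose, 10 µM compound with 0.25% DMSO | Incubation: 48 h exposure, 30 °C | Detection: Culture absorbance at 615 nm | Control set: Amphotericin B at 10 µg/mL as positive control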
GALR2 antag = GALR2 antagonists in receptor-expressing cells, primary screen. Galanin receptor type 2 (Homo sapiens), O43603. antagonist mode. inhibition, % at 4 µM. 140,000 compounds, 0.39% hits; in the data active = inhibition above about 27%;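 note: cells stimulated with galanin 1-16 at roughly its EC80; 0% = agonist challenge control and 100% = basal control without agonist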
Target sequence (O43603 whole entry, looked up): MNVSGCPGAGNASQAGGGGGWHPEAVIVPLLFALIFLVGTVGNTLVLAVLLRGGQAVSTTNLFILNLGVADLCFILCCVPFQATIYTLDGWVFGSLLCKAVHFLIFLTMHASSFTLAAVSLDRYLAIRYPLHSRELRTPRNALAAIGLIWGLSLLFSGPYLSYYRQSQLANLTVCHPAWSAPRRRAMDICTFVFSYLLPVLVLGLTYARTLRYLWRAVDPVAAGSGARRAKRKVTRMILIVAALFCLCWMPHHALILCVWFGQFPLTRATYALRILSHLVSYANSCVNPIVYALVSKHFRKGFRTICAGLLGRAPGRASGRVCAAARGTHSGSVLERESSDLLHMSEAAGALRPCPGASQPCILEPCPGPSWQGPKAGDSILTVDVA
Yeast life ext = compounds extending yeast replicative lifespan, primary screen, S. cerevisiae, OD615; S. cerevisiae growth with nicotinamide; deaD strain in restrictive glucose medium; inhibition of the nicotinamide effect, % at 10 µM; 130,000 compounds, 0.68% hits;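 active = inhibition above a set limit, placed 3 SD over the median of all compounds, cut at about 26% in these data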;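 note: 0% = nicotinamide-treated wells and 100% = cells grown without nicotinamide; some compounds called inactive have numbers as strong as hits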
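Assay system: DeaD-strain S. cerevisiae. Medium: CSMM-D glucose medium, restrictive. Reagent: nicotinamide, 1.5 mM, co-present with compound. Compound: 10 µM single point, 0.25% DMSO. Schedule: culture preincubation 4 h, compound exposure 48 h, both 30 °C. Detection: absorbance at 615 nm.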
E-sel TNF inh = E-selectin induction blockers in HUVEC – imaging, immunofluorescence, high content, primary screen. HUVEC TNFa-induced E-selectin immunofluorescence. inhibition, % at 2 µM. 120,000 compounds, 0.71% hits;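 active = inhibition above the batch mean plus 3 SD, and confirmed as a hit on visual image review, cut at about 43% in these data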;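 note: 0% = TNF-stimulated DMSO wells and 100% = unstimulated control wells; not every result past the cut was called active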
bCat KO growth = primary screen for growth suppressors in beta-catenin knockout HCT116 cells (colon tumor, human); HCT116 beta-catenin knockout viability, CellTiter-Glo, 60 h; hits give low values; viability, % at 10 µM; 140,000 compounds, 1.5% hits;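 active = viability at or under a set limit, the compound median less 4 SD, cut at about 6% in these data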;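 note: 0% = Hyamine 1622 control at 20 µM and 100% = untreated cell control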
Phagocyt inh = inhibitors of macrophage phagocytosis, primary screen, imaging, J774A.1 cells, IgG beads. J774A.1 macrophage IgG-bead phagocytosis. inhibition, % at 5 µM. 110,000 compounds, 0.07% hits. AID 1029, 2008;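 active = inhibition above the mean of the plate negative controls plus 5 SD, cut at about 13% in these data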;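 note: phagocytic index as fraction of beads internalized from green versus red external bead signal; plate controls were DMSO negative control for no effect and cytochalasin-D positive control for full effect; some results beyond the cut were filed as inactive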
Numbers without * were called inactive; · = no result given.

SMILES	MRP1 act	NPY-Y2 antag	Measles CPE	HCT116 PTEN-null	Yeast growth inh	GALR2 antag	Yeast life ext	E-sel TNF inh	bCat KO growth	Phagocyt inh
COc1ccc(N2C(=O)c3cccc4cccc(c34)C2=O)nn1	-0.1	-3	22	77	24	-6	-21	-4	79	-1
CCCOc1ccc(CC(CC(=O)O)(C(=O)O)C(=O)O)cc1	1.5	3	46*	97	-35	9	-6	·	96	-3
O=C(NCc1ccncc1)c1cccc(F)c1	-0.9	1	13	93	-14	12	-6	-35	102	0
O=C(Nc1ccc(Br)cc1)c1ccco1	1.6	2	3	94	-69	7	-11	3	91	-1
CCOc1cccc(OCCOc2ccc(C(=O)c3ccccc3)cc2)c1	-0.8	4	2	90	-12	2	9	·	78	0
Cc1ccc(-c2nc(CSCC(=O)N3CCN(C(=O)c4ccco4)CC3)c(C)o2)cc1	-3.4	1	4	70	2	-1	-8	-6	61	0
Cc1ccc(NC(=O)Cn2cccc2)c(C)c1	-0.8	1	5	100	-48	-1	-3	-6	99	0
O=C(NC1CCCCC1)C1CC(=O)N(c2ccc(Cl)cc2)C1 (stereo not given)	0.9	1	7	104	-21	-10	-7	17	96	0
COCCCNC(=O)C1CC(=O)N(c2ccc(C)cc2)C1 (stereo not given)	0.0	-3	4	121	-38	-2	-7	-8	104	-2
Cc1c(C(=O)N2CCCc3ccccc32)oc2ccc(S(=O)(=O)N3CCOCC3)cc12	-3.0	3	6	69	-26	-1	-13	-23	68	-1
Cc1ccc(-c2cc(C(=O)NCc3cccs3)no2)cc1	0.6	3	3	63	-22	-6	-4	-12	85	1
O=C(COC(=O)CCC(=O)c1ccc(Cl)cc1)NCC1CCCO1 (stereo not given)	0.3	2	8	99	-5	-10	-15	-22	100	1
CCCC(=O)Nc1ccc(Br)cn1	-0.5	3	13	79	-23	-7	-6	-17	102	-1
CCn1c(C(O)c2ccccc2)nc2ccccc21 (stereo not given)	-0.8	0	8	90	-22	1	-8	1	99	·
CCc1cccc(NS(=O)(=O)c2c(C)n[nH]c2C)c1	-1.2	0	15	81	-27	5	0	-10	84	·
O=S(=O)(CC12C3C4C5C1C2C(Br)(C43)C51OCCO1)c1ccccc1 (stereo not given)	-2.4	3	8	96	-1	0	4	·	101	-4
O=[N+]([O-])c1ccccc1/C=N/NC1=NCCCCC1	-0.9	0	10	73	-31	-10	-8	·	96	3
Cn1c(SCC(N)=O)nnc1-c1ccccc1	-0.9	3	7	95	-56	-11	-9	·	102	-2
Cc1ccc(C)c(S(=O)(=O)Nc2ccccc2C(=O)Nc2cc(C)on2)c1	-2.6	-1	5	66	-36	-2	-5	-37	71	0
O=C(O)c1ccc(Cl)c2c1C1C=CCC1C(c1ccccn1)N2 (stereo not given)	-1.6	0	8	97	7	1	0	·	104	1
C=C1CC(C(=O)N/N=C/c2ccc(O)cc2)C1	-2.6	3	7	97	-55	-15	3	-7	102	-3
Cc1ccc(Nc2ccc(C(N)=O)cc2[N+](=O)[O-])cc1C	-2.5	3	8	87	-36	-1	-3	7	90	-8
O=C(NCC(c1cccs1)N1CCOCC1)c1ccccc1NS(=O)(=O)c1ccc(Cl)c([N+](=O)[O-])c1 (stereo not given)	-3.2	0	6	74	-11	13	15	29	77	-4
O=C(Nc1ccc(OC(F)F)c(Cl)c1)C(c1ccccc1)c1ccccc1	-1.8	4	6	37	-25	10	2	·	57	-9
CCOc1cc(C(=O)Nc2ccc3c4c(cccc24)C(=O)N3CC)cc(OCC)c1OCC	-2.4	0	6	37	-33	-21	-8	-19	36	0
CNc1nc2[nH]c(=O)c3c(c2s1)OC(N)=C(C#N)C3c1cccc(F)c1 (stereo not given)	-1.6	0	21	103	-13	-2	-4	-12	98	2
Cc1ccc(NC(=O)CN(C)Cc2nc3ccccc3c(=O)[nH]2)c(Br)c1	-2.4	1	3	79	17	-7	-7	-6	85	-1
CCOC(=O)C(NC(=O)CC)(Nc1ccc(S(=O)(=O)Nc2onc(C)c2C)cc1)C(F)(F)F (stereo not given)	0.1	1	22	105	-48	4	1	24	96	-2
O=C(NNS(=O)(=O)c1ccccc1)c1ccncc1	1.5	-2	1	95	-17	4	-2	-22	101	1
COc1cccc(-c2c(NC(=O)c3ccco3)n(-c3ccc(C)cc3)nc(C)c2=O)c1	-1.6	3	19	102	-52	3	-8	·	95	0
CCOC(=O)Cc1csc(/N=C/c2c(O)n(-c3ccc(C)cc3C)c(=O)c3ccccc23)n1	-0.6	-3	4	85	-18	12	4	·	92	-6
CC(Sc1nnc(NC(=O)c2cc3ccccc3oc2=O)s1)c1ccccc1 (stereo not given)	-1.0	3	2	102	-14	12	-5	·	105	1
COc1cccc(/C=N/NC(=O)c2cc(-c3cccn3C)n[nH]2)c1O	7.1*	6	13	8	-36	28*	-2	·	10	-8
COc1cc(/C=N/NC(=O)Nc2ccccc2)ccc1OCCOc1ccccc1C	-4.3	1	7	19	-32	-7	6	-50	10	-1
C/C=C/c1ccc(OCCCNC)c(OC)c1	-1.6	5	7	100	6	-1	-11	·	101	·
O=C(O)CC1C(=O)NCCN1Cc1ccc(F)c(F)c1 (stereo not given)	-0.6	4	5	96	18	-12	7	·	90	·
Cc1cc(C)n(CC(=O)N2N=C(C(F)F)CC2(O)C(F)F)n1 (stereo not given)	0.9	3	7	100	-14	5	4	·	104	-8
Cc1cc(/C=N/n2cnnc2)c(C)n1-c1cc(Cl)ccc1Cl	-1.1	6	9	77	-19	-8	7	-37	73	0
COc1ccc(CN2C(=O)/C(=C/c3ccncc3)SC2=S)cc1	-6.1	5	3	2.0*	-33	0	48*	·	2.5*	-4
Cc1ccccc1-n1c(SCc2c(C)noc2C)nnc1-c1ccncc1	-1.8	0	23	80	-45	-13	-4	-12	88	2
CC12CS(=O)(=O)CC1SC(=S)N2c1ccccn1 (stereo not given)	1.4	-1	16	92	-15	-8	-5	·	101	·
O=C(Cn1ncc(Cl)c(Cl)c1=O)c1ccc(Cl)cc1	-7.2	1	2	2.0*	12	22	·	28	1.7*	·
CCOC(=O)Cc1csc(NC(=S)NC(=O)c2ccccc2C)n1	1.9	8	5	100	-49	-2	-9	-24	104	·
CCOC(=O)c1sc(C)c(C(=O)NC2CCCCC2)c1N	-2.9	2	19	91	-23	1	-11	16	85	·
O=C(NCCn1ccc2ccccc21)C1CCCCC1	0.2	0	22	80	-8	8	-7	43	77	·
O=c1cc(CSc2nc3cc(Cl)ccc3o2)nc2sccn12	0.0	2	8	73	-36	-10	-21	3	79	·
Cc1cc(C)n(C(=O)CN2C(=O)c3ccccc3C2=O)n1	1.7	-1	7	110	-48	-2	-13	-22	89	0
Cn1c(=S)[nH]c2cccnc21	-1.6	5	8	92	-16	-15	-12	-14	96	-1
O=c1[nH]c2ccc(Cl)cc2c(O)c1-c1ccccc1	-2.6	18*	29	91	-44	11	-2	-62	97	0
CCCCCCNC(=O)c1c(O)c2ccccc2[nH]c1=O	0.9	-1	14	108	-71	-3	36*	·	108	0
Cc1ccccc1S(=O)(=O)Cc1ccc(C(=O)NC(C)c2ccc3c(c2)OCCO3)o1 (stereo not given)	0.1	3	16	96	-52	-3	-13	·	86	0
C=CCNC(=O)CCCOc1cccc(C)c1	-5.8	1	5	66	13	-2	-3	·	70	-2
CCn1c(CSCc2ccc(F)cc2)nnc1SCC(=O)NCc1ccccc1	-0.3	1	20	103	-27	2	-3	-15	90	1
COc1ccc(C(=O)NCc2nnc(SCC(=O)N3CCc4ccccc43)n2CCc2ccccc2)cc1	0.4	2	19	92	0	-3	-4	8	94	-3
COc1ccc(-c2cc(C(F)(F)F)n3nc(C(=O)NCc4ccco4)cc3n2)cc1	-3.2	3	2	90	-37	1	-14	·	101	0
O=C(/C=C/c1cccc([N+](=O)[O-])c1)NCCSCc1ccccc1Cl	-1.4	9	5	88	-33	-2	-3	30	91	0
CC1CN(C2CCN(C(=O)c3ccccc3Cl)CC2)CC(C)O1 (stereo not given)	-0.6	5	20	90	-56	3	-9	·	94	0
CC(C)Sc1ncnc2c1oc1ccccc12	-1.5	0	19	98	-43	14	-15	-4	86	2
CC(C)CCNc1nc(N)c([N+](=O)[O-])c(NCC2CCCO2)n1 (stereo not given)	-1.2	2	5	33	-12	-23	-2	·	28	-12
Cc1ccc(C)n1-c1ccc(-n2cnnn2)cc1	-3.9	0	4	44	-45	-5	-20	3	28	1

A stretch taken from the entries so far, for reference:
SMILES	MRP1 act	NPY-Y2 antag	Measles CPE	HCT116 PTEN-null	Yeast growth inh	GALR2 antag	Yeast life ext	E-sel TNF inh	bCat KO growth	Phagocyt inh
CC(C)Sc1ncnc2c1oc1ccccc12	-1.5	0	19	98	-43	14	-15	-4	86	2
CC(C)CCNc1nc(N)c([N+](=O)[O-])c(NCC2CCCO2)n1 (stereo not given)	-1.2	2	5	33	-12	-23	-2	·	28	-12
Cc1ccc(C)n1-c1ccc(-n2cnnn2)cc1	-3.9	0	4	44	-45	-5	-20	3	28	1

(listing goes on)
SMILES	MRP1 act	NPY-Y2 antag	Measles CPE	HCT116 PTEN-null	Yeast growth inh	GALR2 antag	Yeast life ext	E-sel TNF inh	bCat KO growth	Phagocyt inh
CCc1c(C)sc2nc(C(C)C)nc(SCC(=O)N3CCc4ccccc4C3)c12	-1.0	0	1	10	-78	1	2	1	8	0
Cc1cc(C)nc(SCC(=O)Nc2ncc(Cc3ccc(Cl)c(Cl)c3)s2)n1	-2.7	9	6	86	-15	-6	0	-11	88	-2
NC(=O)CSc1nnc(-c2cnccn2)n1-c1ccccc1	-1.1	0	4	95	-19	-1	0	3	92	-6
COc1ccc(N2C(=O)/C(=C/c3cccnc3)NC2=S)cc1	-2.1	-3	22	97	-18	8	-3	·	91	-5
CC(C)Cc1nnc(NC(=O)c2ccncc2)s1	-0.3	3	6	100	-35	1	-9	2	104	0
O=C(CSc1nc2ccc(Cl)cc2[nH]1)NC1CCCc2ccccc21 (stereo not given)	-3.9	5	13	56	-42	-14	0	8	57	-7
CC(C)C(=O)Nc1nnc(SCC(=O)N2c3ccccc3CC2C)s1 (stereo not given)	-1.9	4	18	96	-22	4	-11	0	91	·
Cc1cc(N2CCOCC2)nc2ccc(NC(=O)CCC(=O)N3CCCCC3)cc12	-0.8	1	4	93	-2	-7	-13	·	95	0
Cc1nn(-c2cc(N3CCCC3)ccc2[N+](=O)[O-])c(=O)c2ccccc12	-2.4	0	6	88	9	15	-3	19	91	-1
CCOC(=O)C1C(=O)C=C(c2ccc(C)cc2)CC1c1ccc([N+](=O)[O-])cc1 (stereo not given)	2.7	2	15	64	-20	-7	5	36	58	-7
Cc1ccc(C=Nc2cc([N+](=O)[O-])ccc2C)s1	-1.4	0	4	103	-4	3	4	1	104	8
